WRN helicase inh – inhibitors of human WRN helicase. WRN helicase unwinding, fluorescent forked duplex, kinetic. hit rate 0.46% among 360,000. Potency, µM (titrated, usually from 114 µM), for inactives: at the highest dose activity change, negative = inhibition, most hits filed as inhibitors. Q14191; further: potency means the concentration at half of the fitted maximal effect; on the % scale 0 is the no-effect control and ±100 the full control effect; nearly all actives have a fitted effect of over 55% in size
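WRN at 20 nM final was preincubated with compound for 15 min at room temperature; reaction started with 100 nM forked duplex oligonucleotide carrying fluorophore and quencher plus 2 mM ATP (final). Unwinding followed kinetically by red fluorescence (ex 525/em 598 nm).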
GLP1R cytotox – cytotoxicity counter-screen for GLP-1 receptor inverse agonists; HEK293 cAMP-luciferase reporter cells, luminescence, 24 h; Potency, µM (top dose mostly 38.3 µM), inactives show at the highest dose activity change, negative = inhibition, usual class: inhibitors; hit rate 0.13% among 410,000; AID 624418;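 further: loss of luciferase light is scored as toxicity; potency means the concentration at half of the fitted maximal effect; on the % scale 0 is the no-effect control and ±100 the full control effect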
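To flag toxic compounds, the library was rerun on cells for 24 hr at 37 deg C and 5% CO2. Viability-linked luminescence was captured 12 min after adding luciferase detection reagent.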
IL2 activator – activates IL-2 in a cell-based reporter assay; AID 652025; activation, % (series mostly up to about 46 µM); hit rate 0.065% among 360,000; IL-2 activation reporter assay, cell-based qHTS; stimulated with anti-CD3/CD4/CD28 beads; in transgenic mouse T cells; in the data active means activation above about 50%; inconclusive means mostly about 30% to 49%; further: 0% is about no effect
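Screening format: compound pinned onto unstimulated transgenic mouse T cells, 60 min incubation, then anti-CD3/anti-CD4/anti-CD28 bead stimulation for 18 hours at 37 degrees C, followed by EGFP and DsRed detection.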
GLP1R ag – GLP-1 receptor (human) agonism | P43220 | HEK293 GLP-1R CRE-luciferase, luminescence, 4-6 h; cells express a hypersensitive GLP-1R form | Potency, µM (doses to about 45.6 µM), inactives show top-dose activation, usual class: activators | hit rate 0.007% among 380,000 | AID 624172; further: potency means the concentration at half of the fitted maximal effect; % of control where 0% means no effect
DRD3 agonist – D3 dopamine receptor (human) agonism; hit rate 0.58% among 410,000; D3R DiscoveRx beta-arrestin cells, luminescence, 90 min; max activation, %; in the data active means max activation above about 30%; further: 0% is about no effect; mostly tested at two doses, the higher about 12 µM
Target sequence (P35462 whole entry, looked up): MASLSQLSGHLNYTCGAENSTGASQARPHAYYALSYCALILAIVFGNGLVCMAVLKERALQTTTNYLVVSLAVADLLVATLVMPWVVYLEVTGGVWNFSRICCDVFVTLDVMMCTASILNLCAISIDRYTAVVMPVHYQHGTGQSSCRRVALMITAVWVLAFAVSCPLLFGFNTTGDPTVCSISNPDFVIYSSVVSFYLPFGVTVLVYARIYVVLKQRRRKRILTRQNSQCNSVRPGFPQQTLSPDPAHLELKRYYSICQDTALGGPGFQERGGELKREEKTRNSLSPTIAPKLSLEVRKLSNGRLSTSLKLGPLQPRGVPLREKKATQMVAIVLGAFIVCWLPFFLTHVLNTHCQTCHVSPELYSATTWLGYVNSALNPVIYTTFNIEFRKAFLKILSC
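Agonist mode: compounds and dopamine controls were applied to plated cells for 90 min at 37 degrees C after an overnight attachment at 1500 cells/well. Luminescent read-out followed 30 - 60 minutes at room temperature with DiscoveRx detection reagent.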
DRD3 antagonist – antagonists of human D3 dopamine receptor; AID 652054; max response, negative = inhibition, %; hit rate 2.5% among 360,000; P35462; D3R cells, DiscoveRx beta-arrestin luminescence, antagonist mode; active compounds read low; in the data active means max response below about -50%; inconclusive means no clear call, values can overlap the other calls; further: on the % scale 0 is the no-effect control and ±100 the full control effect; mostly tested at two doses, the higher about 12 µM
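Cells expressing the human receptor were seeded at 1500 cells/well, incubated overnight at 37 degrees C in 5% CO2, then exposed to library compounds with dopamine controls for 90 minutes at 37 degrees C before luminescent detection.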
PI5P4Ka inh – inhibitors of human PI5P4K alpha | hit rate 1.2% among 330,000 | PI5P4Kalpha enzyme, ADP-Glo luminescence, 60 min; active compounds read low | max response, %; active means max response of -50% or lower; inconclusive means between -30% and -50%; inactive means -30% or higher; further: value at the top dose of about 77 µM; on the % scale 0 is the no-effect control and ±100 the full control effect
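Single end-point luminescence (ADP-Glo) quantified ADP from PI5P4Kalpha turnover; ATP 5 microM final, 1 h at RT, 0.1% CHAPS and 0.28 mM EGTA in HEPES pH 7.4.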
GLP1R inv ag – acts as inverse agonist at human GLP-1 receptor; P43220; hit rate 1.6% among 410,000; HEK293 GLP-1R CRE-luciferase, luminescence, 24 h; GLP-1R form is constitutively active; Potency, µM (series often up to 38.3 µM), without a hit: top-dose activity change, negative = inhibition, most hits filed as inhibitors; further: potency means the concentration at half of the fitted maximal effect; on the % scale 0 is the no-effect control and ±100 the full control effect; nearly all actives have a fitted effect of over 55% in size
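Assay principle: reduced luminescence from a cAMP-responsive reporter in HEK293 cells co-expressing a constitutively active GLP-1R. Conditions: 24 hr compound incubation, 37 deg C, 5% CO2.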
PLK1 PBD inh – blocks phosphopeptide binding to human PLK1 polo-box domain; P53350; Plk1 PBD binding of FITC phosphopeptide, fluorescence polarization; Potency, µM, inactives show max response, negative = inhibition, actives largely listed as inhibitors; hit rate 2.8% among 360,000; AID 720504; further: potency means the concentration at half of the fitted maximal effect; series mostly up to about 57 µM; on the % scale 0 is the no-effect control and ±100 the full control effect; nearly all actives have a fitted effect of over 65% in size
Target sequence (P53350 whole entry, looked up, the tested form may be a part): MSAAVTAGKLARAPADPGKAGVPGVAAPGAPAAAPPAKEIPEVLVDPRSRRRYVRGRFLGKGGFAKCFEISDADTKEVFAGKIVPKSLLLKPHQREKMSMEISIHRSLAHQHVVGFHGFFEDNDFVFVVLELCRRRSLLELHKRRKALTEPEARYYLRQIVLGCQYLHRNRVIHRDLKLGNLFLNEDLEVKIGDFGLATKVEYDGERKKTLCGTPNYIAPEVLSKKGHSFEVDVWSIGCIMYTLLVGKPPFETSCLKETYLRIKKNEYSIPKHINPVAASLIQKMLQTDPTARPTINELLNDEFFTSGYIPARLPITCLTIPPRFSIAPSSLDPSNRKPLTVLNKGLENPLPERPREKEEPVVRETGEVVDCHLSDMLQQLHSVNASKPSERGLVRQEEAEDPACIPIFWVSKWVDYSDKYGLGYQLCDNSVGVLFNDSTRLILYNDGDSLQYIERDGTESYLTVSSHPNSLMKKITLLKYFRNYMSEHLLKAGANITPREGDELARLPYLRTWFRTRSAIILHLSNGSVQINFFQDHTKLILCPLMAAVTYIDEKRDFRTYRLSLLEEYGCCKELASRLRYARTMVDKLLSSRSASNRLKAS
Active calls of the source: *; ? = inconclusive; nt = no result given; [ ] = another dose, or the depositor's remark. Unless noted, the call rests on the fitted dose curve; in most records, active means well fitted curve in the direction sought with a large enough effect; inconclusive means small, poorly fitted or top-dose-only effect, or another doubt; inactive means no such curve, though single readings can be large; an effect the other way counts as inactive or inconclusive.

SMILES	WRN helicase inh	GLP1R cytotox	IL2 activator	GLP1R ag	DRD3 agonist	DRD3 antagonist	PI5P4Ka inh	GLP1R inv ag	PLK1 PBD inh
CCOC(=O)C1CCN(C(=O)Nc2ccc(OC(F)(F)F)cc2)CC1	-4%	-12%	3.9	7%	-7	-1	-7	?	-6%
CCOC(=O)C1CCCN(C(=O)c2sc3nc(C)nc(N(CC)CC)c3c2C)C1 (centres undefined)	1%	-18%	0.9	8%	-24	12	nt	3%	-6%
C/C(=N\NC(=O)c1cc(O)ccc1O)c1cccc(NC(=O)c2ccc(Cl)cc2)c1	40µM*	-3%	-1.0	1%	-2	-11	-82*	?	-29%
C=CCNC(=O)CN(c1ccc(OC)cc1OC)S(C)(=O)=O	2%	-1%	-2.9	1%	-1	7	7	1%	-9%
Cc1nnc(-c2cnn(C)c2N)n1Cc1ccc2c(c1)OCO2	-9%	7%	-0.1	-5%	-6	-6	0	12%	-12%
COc1ccc(CCNC(=O)c2ccccc2C(=O)NCCc2ccc(OC)c(OC)c2)cc1OC	-33%	20%	-0.5	6%	-20	-5	-5	12%	-10%
CCOC(=O)c1c(NC(=O)C[n+]2ccccc2)sc2c1CCCC2	23%	-1%[0.307 µM]	-0.7	4%	-8	5	-1	4%[0.307 µM]	-10%
Cc1ccc2c(c1)C(=O)OC(C(=O)Nc1ncc(Cc3ccc(C(C)C)cc3)s1)C2 (centres undefined)	nt	-1%	nt	12%	-8	nt	nt	-7%	nt
C[C@H](CO)N1C[C@H](C)[C@@H](CN(C)C(=O)NC2CCCCC2)Oc2c(NC(=O)C3CC3)cccc2C1=O	-4%	15%	-0.3	8%	-6	-6	1	8%	-11%
C[C@H](NC(=O)c1ccc(Cl)cc1)C(=O)NNC(=O)c1cccs1	-1%	-14%	-0.1	-2%	1	5	-2	6%	0%
Cc1ccc(-n2nc3c(=O)n(CCCC(=O)N4CCC(C)CC4)nc(C)c3c2C)cc1	-7%	-3%	-2.6	-5%	-5	-8	-20	?	-9%
O=C(CSCSCC(=O)Nc1ccc2c(c1)OCO2)Nc1ccc2c(c1)OCO2	-16%	-13%	-2.4	0%	-16	-22	nt	0%	-15%
COc1cc2c(cc1OC)C(C(=O)Nc1ccc(F)c(Cl)c1)CC(=O)N2 (centres undefined)	10%	-24%	-0.4	14%	4	-3	-2	13%	-8%
COc1ccc(S(=O)(=O)N2CCN(Cc3cc(OC)c(OC)cc3OC)CC2)cc1	1%	-3%	-0.8	3%	-4	-1	-5	-12%	-8%
CCOc1ccc(NC(=O)CN(C)C(=O)Cc2n[nH]c(=O)c3ccccc23)cc1OCC	-7%	-2%	-0.3	5%	6	9	-3	20%	1%
COc1cccc(C(=O)CN2CCN(S(=O)(=O)c3ccc(Br)cc3)CC2)c1	-28%	-1%	-0.2	11%	-6	6	5	2%	-22%
O=c1cc(N2CCN(c3ccccc3F)CC2)[nH]c(=O)n1-c1ccc(Br)cc1	-4%	-5%	-0.1	6%	0	-28	1	-6%	-6%
O=C(CCNS(=O)(=O)c1ccccc1C(F)(F)F)NNC(=O)c1csc(N2CCOCC2)n1	-9%	-4%	0.2	1%	-10	-10	0	29%	-4%
COc1ccc(C(=O)Cn2nnc(-c3ccccc3NC(=O)c3ccco3)n2)cc1	-23%	-20%	-0.1	-18%	2	69	12	?	-1%
CCN1C(=O)[C@H]2[C@@H](c3ccc(C)cc3)N3C(=O)N(c4ccc(OC)cc4)C(=O)[C@@]3(C)[C@H]2C1=O	-3%	2%	-3.1	-2%	10	6	5	3%	21µM*
CN1CCN(C2=C(Cl)C(=O)N(c3ccc(Cl)c(Cl)c3)C2=O)CC1	-31%	-3%	-3.3	-22%	1	?	5	?	27µM*
O=C(c1noc2c1CCc1ccccc1-2)N1CCOCC1	-4%	6%	2.5	1%	-3	-15	nt	1%	-15%
O=c1oc2ccc3ccccc3c2cc1-c1nc2ccccc2o1	-12%	41%[activator]	-0.1	-3%	4	35	nt	1%	-3%
CCOC(=O)C1CCN(C(=O)CCc2c(C)nc3c(-c4ccc(F)cc4)c(C)nn3c2C)CC1	-3%	17%	1.1	-5%	4	114	0	6%	-1%
OC(c1ccc(Cl)c(F)c1)c1ncc(-c2ccc(Cl)cc2)[nH]1 (centres undefined)	2%	1%	-0.2	6%	-3	8	15	?	3%
Cc1ccc(-c2nc3sc(CCNC(=O)c4ccc(Br)o4)c(C)n3n2)cc1	nt	-13%	nt	-5%	12	nt	nt	?	nt
O=C(c1ccc(Cl)cc1)N1CCN(c2ccc(N3CCOCC3)nn2)CC1	7%	12%	0.1	6%	-2	-21	5	-16%	-8%
CCCn1c(=O)c(C(=O)Nc2cccc(C)n2)c(O)c2ccccc21	10%	0%	-1.2	-1%	0	0	-2	0%	-14%
Cc1ccc(Cl)cc1-n1nnc(-c2nsc(NC(=O)c3ccccc3Cl)n2)c1C	nt	-16%	nt	5%	1	nt	nt	?	nt
CSc1nc2c(c(=O)[nH]1)C(c1ccc(F)cc1)CC(=O)N2 (centres undefined)	-2%	-14%	-3.5	11%	1	2	6	-1%	3%
Cc1ccc(Cl)cc1N(CC(=O)NC1CCCCC1)S(C)(=O)=O	-2%	11%	0.9	-5%	18	15	nt	-1%	-2%
CCCc1cc(=O)oc2cc(OC(C)C(=O)NCC3CCC(C(=O)O)CC3)ccc12 (centres undefined)	-4%	-4%	-0.3	-2%	0	23	-2	-5%	-1%
CS(=O)(=O)Nc1cccc(NC(=O)c2cccc3c(-c4ccc(F)c(F)c4)coc23)c1	-5%	-23%	-0.7	2%	3	8	-7	?	-15%
Nc1cc2c(cc1Br)-c1c(C(=O)O)cccc1C2O (centres undefined)	-8%	-4%	-4.6	-4%	-2	0	-19	22%	0%
COc1cc(C)c(S(=O)(=O)N2CCOCC2)c(C)c1C	-3%	23%	-1.7	4%	-9	0	1	-27%	-14%
O=C(COC(=O)c1cccc(O)c1)NCc1ccc2c(c1)OCO2	-5%	-5%	-0.4	6%	6	-6	0	-16%	-17%
CCOC(=O)Cc1csc(NC(=O)CCS(=O)(=O)Cc2ccccc2)n1	-13%	-12%	0.8	-4%	10	9	nt	40%[activator]	-7%
COc1cc(S(=O)(=O)N2CCOCC2)cc(C(=O)NCC(c2cccs2)N2CCOCC2)c1OC (centres undefined)	2%	2%	0.6	0%	1	16	2	-8%	4%
CCC1=Nc2cc(C(=O)NCc3ccco3)ccc2Sc2ccc(C)cc21	-9%	?	-0.4	8%	-2	-10	-10	?	1%
CCCC(=O)NC(NC(=S)Nc1c(C)n(C)n(-c2ccccc2)c1=O)C(Cl)(Cl)Cl (centres undefined)	9%	1%	1.2	-12%	-2	-28	-2	-10%	-7%
Cc1ccc(S(=O)(=O)CCC(=O)OCc2nnc(-c3ccccc3Br)o2)cc1	-2%	2%	0.3	-4%	14	-25	?	20%	-5%
COc1cc(CNCCSc2nnnn2C)cc(OC)c1OC	5%	-25%	-3.5	-7%	-12	13	nt	-4%	-7%
COc1ccc(NC(=S)N(CCc2c(C)[nH]c3ccccc23)Cc2ccco2)cc1	-10%	-17%	-3.0	0%	-9	-1	1	?	-2%
CC(C)Cc1ccc(C(C)C(=O)N2CCOCC2)cc1 (centres undefined)	-4%	7%	0.1	7%	3	9	nt	8%	-5%
O=C(NNC(=O)c1cccnc1)NC1CCCCC1	3%	12%	0.2	2%	-2	-1	0	8%	-8%

3 entries already listed, ordered by length of the SMILES, low to high:
SMILES	WRN helicase inh	GLP1R cytotox	IL2 activator	GLP1R ag	DRD3 agonist	DRD3 antagonist	PI5P4Ka inh	GLP1R inv ag	PLK1 PBD inh
CC(C)Cc1ccc(C(C)C(=O)N2CCOCC2)cc1 (centres undefined)	-4%	7%	0.1	7%	3	9	nt	8%	-5%
COc1ccc(NC(=S)N(CCc2c(C)[nH]c3ccccc23)Cc2ccco2)cc1	-10%	-17%	-3.0	0%	-9	-1	1	?	-2%
CS(=O)(=O)Nc1cccc(NC(=O)c2cccc3c(-c4ccc(F)c(F)c4)coc23)c1	-5%	-23%	-0.7	2%	3	8	-7	?	-15%

Later entries
SMILES	WRN helicase inh	GLP1R cytotox	IL2 activator	GLP1R ag	DRD3 agonist	DRD3 antagonist	PI5P4Ka inh	GLP1R inv ag	PLK1 PBD inh
COc1ccc(N/C=C\C(=O)c2ccc3ccccc3c2)cc1	3%	-6%	0.5	-5%	-6	-23	2	11%	-1%
O=C(CN(Cc1ccc(F)cc1)C(=O)CCC(=O)Nc1ccccn1)NCc1ccco1	-11%	-5%	-0.9	2%	2	-5	4	-11%	-2%
O=[N+]([O-])c1cccc(OCc2cn3cccnc3n2)c1	14%[57.1 µM]	-1%	1.0	5%	-11	-25	11	26%	27µM*
O=C1NC[C@@H](Cc2ccc(O)cc2)N(CCCCC2CCCCC2)C1=O	1%	-10%	-0.4	14%	-10	-10	-29	-10%	-16%
CCSc1nnc(NC(=O)c2cccnc2Cl)s1	1%	3%	-0.7	-4%	-4	-22	0	1%	-4%
O=C(Nc1ccc(-c2csc(-c3ccccc3)n2)cc1)c1ccccc1Cl	-4%	?	-1.9	0%	-8	-5	nt	?	-5%
Cc1cccc(NC(=O)NC2CC3CCC(C2)N3Cc2ccco2)c1 (centres undefined)	-5%	2%	-0.6	-2%	-9	-7	1	10%	-4%
Cc1nn(C(=O)C2CC2)c(C)c1Sc1ccc(Cl)cc1	-4%	-1%	0.0	-12%	1	21	26	-16%	2%
CCC(C)/C(C)=N/NC(=O)c1ccccc1OCCOc1ccccc1 (centres undefined)	5%	-2%	-1.8	10%	1	4	47	-17%	-11%
Cc1ccc(NC(=O)c2cc3cccc([N+](=O)[O-])c3[nH]2)cc1	1%	-5%	-0.2	16%	-13	6	-5	-1%	-2%
CCN(c1ccccc1)S(=O)(=O)c1cc(Br)cc2c1N(C(=O)C1CC1)CC2	nt	24%	nt	1%	-14	nt	nt	17%	nt
COC(=O)N/N=C/c1cn(Cc2ccccc2F)c2ccccc12	-24%	1%	0.1	5%	0	14	2	?	-4%
Cc1cc(NC(=O)c2c(F)cccc2Cl)no1	-1%	9%	6.8	1%	3	2	0	23%	-1%
